MT1-MMP act inh = blockers of MT1-MMP proenzyme processing, primary screen, HT1080 RFP-PRO-GFP cells, GFP/RFP fluorescence | Matrix metalloproteinase-14 (Homo sapiens), P50281 | AID 651647, 2012 | GFP/RFP ratio fluorescence, overnight; percent of plate control window, DMSO zero | GFP/RFP ratio change, % at 20 µM | actives 0.061% (n = 360,000);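 active means GFP/RFP ratio change of at least 30% with cell ATP level not reduced by more than half and red fluorescence within 50% of control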; further: strong numbers were not always called active
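Test system: HT1080 cells expressing an RFP-PRO-GFP fluorescent reporter construct / Compound dosing: single-point 20 µM compound, 1% DMSO / Schedule: cells overnight before dosing, compound overnight, 37 °C, 5% CO2 / Evaluation: GFP/RFP fluorescence ratio / Control set: DMSO and RFP-L50D-GFP cell wells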
MLLE-PAM2 inh = inhibitors of PABP1 MLLE–PAM2 peptide binding, primary screen, biochemical, fluorescence polarization, FITC-PAM2, GST-MLLE. AID 588489, 2011. actives 0.36% (n = 360,000). Polyadenylate-binding protein 1 (Homo sapiens), P11940. inhibition, % at 20 µM; in the data active means inhibition above about 35%, passing the limit was not always enough;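 further: plate controls were DMSO wells with GST-MLLE for no effect and wells lacking GST-MLLE protein for full effect; some results filed as inactive read as strong as hits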
Target sequence (P11940 whole entry, looked up): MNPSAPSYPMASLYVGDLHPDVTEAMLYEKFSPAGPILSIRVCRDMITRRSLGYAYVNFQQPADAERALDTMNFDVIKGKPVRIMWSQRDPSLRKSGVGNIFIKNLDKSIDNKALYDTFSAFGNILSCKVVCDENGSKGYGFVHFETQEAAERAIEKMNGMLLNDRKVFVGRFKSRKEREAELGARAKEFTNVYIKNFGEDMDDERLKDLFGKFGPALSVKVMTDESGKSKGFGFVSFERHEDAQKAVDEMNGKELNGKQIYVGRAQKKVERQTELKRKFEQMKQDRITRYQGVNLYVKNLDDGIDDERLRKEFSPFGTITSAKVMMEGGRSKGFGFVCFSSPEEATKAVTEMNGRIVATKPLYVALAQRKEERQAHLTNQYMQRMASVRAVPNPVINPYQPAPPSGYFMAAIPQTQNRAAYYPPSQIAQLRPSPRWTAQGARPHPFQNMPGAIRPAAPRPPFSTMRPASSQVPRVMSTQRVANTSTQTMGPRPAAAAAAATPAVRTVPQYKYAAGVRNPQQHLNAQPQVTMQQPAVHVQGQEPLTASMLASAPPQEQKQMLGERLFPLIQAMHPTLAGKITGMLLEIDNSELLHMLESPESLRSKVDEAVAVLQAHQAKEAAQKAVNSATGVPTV
FAS TE block = FAS thioesterase domain inhibitors, primary screen, biochemical, fluorescence intensity, uHTS. recombinant FAS-TE, OMFH fluorogenic substrate, fluorescence endpoint. inhibition, % at 15 µM. actives 0.67% (n = 360,000);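 active means compounds whose normalised, plate-corrected inhibition of enzyme fluorescence in the single-dose primary screen is 50% or more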;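 further: 0% = DMSO with enzyme and 100% = substrate without enzyme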
MsrA act = bovine MsrA enzyme activators, primary screen, biochemical, absorbance, HTS. purified bovine MsrA, absorbance read-out. AID 602163, 2012. Methionine sulfoxide reductase A (Bos taurus). actives 0.3% (n = 360,000). activation, % at 10.6 µM; in the data active means activation above about 7.5%;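 further: 0% = vehicle and 100% = reference activator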
E coli Lon inh = inhibitors of E. coli Lon protease, primary screen, biochemical, fluorescence polarization | P0A9M0 | purified E. coli Lon protease | inhibition, % at 7.94 µM | actives 0.42% (n = 360,000) | AID 602123, 2011; in the data active means inhibition above about 13%, passing the limit was not always enough;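 further: 0% = enzyme with probe and DMSO and 100% = no enzyme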
Rin1 Abl inh = inhibitors of Rin1-Abl protein binding, primary screen, biochemical, TR-FRET; inhibition, % at 7.35 µM; actives 0.4% (n = 360,000); Tyrosine-protein kinase ABL1 (Homo sapiens) + Ras and Rab interactor 1 (Homo sapiens), …; in the data active means inhibition above about 5%, passing the limit was not always enough
CSN inh = inhibitors of CSN-mediated cullin deneddylation, primary screen, biochemical, fluorescence polarization, uHTS | COP9 signalosome complex subunit 5 (Homo sapiens), Q92905 | Purified CSN, SCF-Nedd8-OG deneddylation | inhibition, % at 12.5 µM | actives 0.38% (n = 360,000) | AID 651999, 2013;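 active means pattern-corrected inhibition above about 35%, with an unprinted fluorescence ratio check between 0.5 and 1.5, limit read from the data, passing the limit was not always enough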;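 further: 0% = enzyme with substrate and 100% = substrate without enzyme; some results filed as inactive read as strong as hits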
Target sequence (Q92905 whole entry, looked up, one chain of several): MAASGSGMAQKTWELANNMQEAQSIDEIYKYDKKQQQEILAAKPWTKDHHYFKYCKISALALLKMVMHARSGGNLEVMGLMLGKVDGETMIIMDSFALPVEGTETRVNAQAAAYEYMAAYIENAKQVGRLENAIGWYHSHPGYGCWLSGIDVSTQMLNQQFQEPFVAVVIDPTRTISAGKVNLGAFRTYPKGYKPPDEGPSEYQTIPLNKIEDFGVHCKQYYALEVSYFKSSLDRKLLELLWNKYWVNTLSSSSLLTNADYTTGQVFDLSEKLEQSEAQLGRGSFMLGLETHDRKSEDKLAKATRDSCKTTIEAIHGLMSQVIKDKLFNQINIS
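Schedule: reaction 90 min, room temperature / Assay system: HEK293T-derived human Csn5 enzyme / Input: Csn5 at 0.24 nM final / Measure: inhibition of Csn5 cleavage, % / Control set: substrate-only high control, full reaction low control / Technique: fluorescence polarization of the substrate / Buffer or medium: Tris/NaCl/DTT buffer, pH 7.5 / Reagent: SCFSkp2-Nedd8OG substrate at 10 nM final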
Rpn11 block = Rpn11 (PSMD14) deubiquitinase inhibitors, primary screen, biochemical, fluorescence polarization, uHTS; 26S proteasome non-ATPase regulatory subunit 14 (Homo sapiens), O00487; human 26S proteasome, Ub4-pepOG fluorescence polarization; 20S core pre-blocked with epoxomicin; calls only at 20 µM; actives 0.59% (n = 360,000); AID 588493, 2011;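 active means inhibition at 20 µM, scaled to each plate's controls, above about 33%, limit read from the data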
MsrA inhibitor = bovine MsrA enzyme inhibitors, primary screen, biochemical, absorbance, HTS | Methionine sulfoxide reductase A (Bos taurus) | purified bovine MsrA, absorbance read-out | inhibition, % at 15.5 µM | actives 0.75% (n = 360,000); in the data active means inhibition above about 4.5%;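 further: 0% = vehicle wells with enzyme and 100% = reference inhibitor wells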
* marks the source's active call; other numbers are inactive results; i = inactive.

Screens in order: MT1-MMP act inh | MLLE-PAM2 inh | FAS TE block | MsrA act | E coli Lon inh | Rin1 Abl inh | CSN inh | Rpn11 block | MsrA inhibitor
- O=C(NC1CC1)C1=C[C@@H](c2coc3ccccc3c2=O)C[C@@H](OCCCCO)O1
 : 9 | -7 | 1 | -1 | 7 | 3 | 0 | i | -1.0
- O=C(O)CS(=O)CC(=O)Nc1cccc(C(F)(F)F)c1 (stereo not given)
 : -2 | 23 | 6 | -4 | -2 | -2 | 5 | i | -0.4
- CCOc1ccc(/C=C/c2c([N+](=O)[O-])c(=O)n(C)c(=O)n2C)cc1
 : -2 | 9 | 6 | -2 | -10 | 3 | -9 | i | 3.2
- COc1ccc(C(=O)C[n+]2ccccc2/C=N/O)cc1
 : 3 | -13 | -12 | -8 | -6 | 0 | 6 | i | 0.1
- COc1ccc(Cl)c(NC(=O)NCCN2CCN(c3ccccc3)CC2)c1
 : -1 | -1 | -3 | -10 | -9 | 0 | -2 | i | 0.7
- Cc1cc(Cn2ccnc2)c(C)cc1Cn1ccnc1
 : -1 | -4 | -8 | -1 | 2 | 1 | 4 | i | 0.3
- CC1(C)CC(=O)C=C(Nc2ccc(C(=O)O)c(O)c2)C1
 : -1 | -15 | -8 | -9 | 3 | 1 | 4 | i | -0.1
- Fc1ccccc1CSc1nc2ncc(Br)cc2[nH]1
 : -5 | -43 | -5 | -4 | 1 | 0 | 6 | i | -0.3
- COc1ccc(CNc2ccc([N+](=O)[O-])cc2C)cc1
 : 0 | -28 | 28 | -3 | 7 | -3 | -5 | i | 0.6
- COCc1cc(=O)[nH]c(/N=C(\N)Nc2c(F)cccc2F)n1
 : -1 | 10 | -6 | -4 | -1 | 0 | 3 | i | 0.8
- COc1ccccc1CN1C[C@@H]2C[C@@H](c3ccccc3OC)N3CCC[C@@]23C1=O
 : -2 | -20 | -11 | -3 | -15 | -1 | 11 | i | 0.9
- O=C(NC(=S)Nc1ccc(Cl)cn1)c1cc([N+](=O)[O-])ccc1N1CCOCC1
 : -2 | 12 | 41 | -6 | 1 | -1 | 2 | i | 0.8
- Cc1ccc(-c2nnc(SCC(N)=O)nc2-c2ccc(C)cc2)cc1
 : 3 | -8 | 1 | -3 | -1 | -1 | 6 | i | -1.1
- CC(C)N1CCN(C2CSCCSC2)CC1CCO (stereo not given)
 : 1 | 0 | -4 | -3 | -14 | -4 | 1 | i | -0.5
- COCCSc1ccccc1C(=O)Nc1cc(C)cc(C)c1
 : -1 | -8 | 2 | -4 | 4 | 2 | 1 | i | 2.2
- Nc1c(NCCN2CCCCC2)c2ccccc2oc1=O
 : 4 | -23 | -5 | 0 | -4 | 0 | 4 | i | 0.4
- C(/C=C/c1ccccc1)=N/N1CCN(c2ccccc2)CC1
 : -1 | 7 | -5 | -5 | -12 | -4 | 1 | i | -0.5
- C[C@H](CO)N1C[C@H](C)[C@@H](CN(C)CC2CCCCC2)Oc2c(NC(=O)C3CC3)cccc2C1=O
 : 1 | -2 | 11 | -1 | -2 | 0 | 4 | i | 0.1
- O=c1c2ccccc2nc(N/N=C/c2c(O)ccc3ccccc23)n1O
 : 0 | -10 | -126 | -3 | -12 | 5 | 1 | i | 2.4
- O=C(O)C1CCN(c2ncccn2)CC1
 : 2 | -9 | -8 | 1 | -5 | 2 | -5 | i | -1.1
- CCCCNC(=O)CC1N=C2c3ccccc3N=C(SCC(=O)Nc3cccc(OC)c3)N2C1=O (stereo not given)
 : 1 | -5 | -1 | 1 | 0 | 3 | 2 | i | 0.3
- COc1ccc(NC(=O)CSc2c3c(nc4cc(Cl)ccc24)CCCC3)cc1OC
 : 3 | 19 | 9 | -5 | 9 | -6 | 2 | i | -0.4
- Fc1ccccc1N1CCN(C(c2ccccn2)c2nnnn2C2CCCCC2)CC1 (stereo not given)
 : 0 | -7 | 9 | 0 | -6 | -1 | 2 | i | -0.5
- O=C(Nc1ccc2c(c1)OCCO2)c1cc2ccccc2o1
 : 0 | 7 | 4 | -4 | 0 | -3 | 3 | i | 0.4
- O=C(OCc1cncs1)c1cccs1
 : -4 | 0 | -6 | -8 | -2 | 2 | 1 | i | -0.6
- O=c1cc(N2CCCC2)[nH]c(=O)n1-c1ccc(Cl)cc1
 : -5 | 6 | -7 | -3 | 5 | -2 | -1 | i | 1.3
- CCC(CO)N=CC1=C(O)C(C(=O)c2ccccc2)CCC1=O (stereo not given)
 : -1 | 14 | -5 | -6 | -13 | 0 | 0 | i | -0.5
- O=C(CN1C(=O)S/C(=C\c2ccc(C(=O)O)cc2)C1=O)Nc1ccccc1
 : -1 | 25 | -3 | -4 | 3 | -3 | -3 | i | 2.4
- CCCNC(=O)CCC(=O)Nc1ncc(-c2ccc(C)cc2)n1C
 : -3 | -5 | 22 | 1 | -5 | -2 | 1 | i | 1.0
- CCN(CC)S(=O)(=O)c1cnccc1N1CCN(c2cccc(Cl)c2)CC1
 : 3 | -8 | 12 | -7 | -5 | 2 | 1 | i | -0.2

Other results follow:
Screens in order: MT1-MMP act inh | MLLE-PAM2 inh | FAS TE block | MsrA act | E coli Lon inh | Rin1 Abl inh | CSN inh | Rpn11 block | MsrA inhibitor
- COC(=O)c1cc(NC(=O)c2c(-c3ccccc3)noc2C)ccc1N1CCOCC1
 : -3 | 4 | -5 | -2 | -5 | -1 | 1 | i | 0.6
- CCCCCCCCCC(=O)N1CCN(c2cc3c(cc2F)c(=O)c(C(=O)O)cn3CC)CC1
 : -3 | -19 | -6 | -9 | 0 | 0 | 0 | i | -1.8
- CC(C)(C)NC(=O)C(c1cccs1)N(Cc1ccco1)C(=O)c1csnn1 (stereo not given)
 : -5 | 4 | -1 | -11 | 2 | 6 | 5 | i | 0.4
- Cc1cccc(C)c1OCC(O)Cn1ccnc1C (stereo not given)
 : 0 | 6 | -3 | -1 | 8 | 0 | 3 | i | -0.2
- COc1cc2c(cc1OC)CN(C(=S)Nc1c(C)cccc1C)CC2
 : 1 | -56 | -5 | -3 | -3 | -3 | -16 | i | -1.0
- O=C(CSc1nc(Nc2ccccc2)nc(N2CCOCC2)n1)Nc1cccc([N+](=O)[O-])c1
 : 0 | 0 | 42 | -1 | 5 | -2 | -1 | i | -0.8
- O=C1NC(=O)C(=Cc2ccc(Cl)c(Cl)c2)S1
 : -1 | 13 | 14 | -1 | -2 | 0 | 9 | i | 1.6
- CC(=O)N1CCN(c2cc3c(cc2F)c(=O)c(C(=O)O)cn3C2CC2)CC1
 : -13 | 1 | 0 | -3 | -1 | 1 | -5 | i | -0.3
- CCc1nonc1NC(=O)c1oc2cc(C)c(Cl)cc2c1C
 : -3 | 2 | -2 | -2 | -4 | 3 | 2 | i | -0.3
- CN1C(=O)c2cccc3c(S(N)(=O)=O)ccc1c23
 : -3 | -7 | -4 | -3 | -7 | -2 | 3 | i | 1.5
- COc1ccccc1NC(=O)CCC(=O)OC(C)C(=O)c1ccccc1 (stereo not given)
 : 0 | 0 | -4 | 3 | -3 | 1 | -4 | i | 0.8
- Cc1ccc(NC(=O)NNC(=O)c2ccccc2)cc1
 : 1 | -6 | -4 | -2 | -4 | -4 | -2 | i | 1.0
- C=CCn1c(SCC(=O)Nc2cc(C)c(Cl)cc2OC)nnc1-c1ccco1
 : -2 | -4 | 14 | -6 | -12 | -1 | 0 | i | 0.4
- CCN(CCn1cccn1)C(=O)CCc1nnc(-c2ccc3c(c2)OCO3)o1
 : 1 | 5 | -10 | -3 | 8 | 1 | 1 | i | -0.3
- COc1ccccc1/C=C/C(=O)OCC(=O)c1c(N)n(C)c(=O)n(C)c1=O
 : 5 | -10 | -7 | -7 | -7 | 0 | -14 | i | 0.6
- Cc1ccc(C(=O)NCC(=O)NC2CCCCCC2)cc1
 : -1 | -1 | -4 | -9 | 1 | -3 | 2 | i | -0.9
- CSc1ccc(/C=N/n2c(C)nc3ccccc3c2=O)cc1
 : 0 | 0 | -4 | -3 | -5 | -1 | 0 | i | -1.1
- CN(C)CCNc1oc(COc2ccc(Cl)cc2Cl)nc1C#N
 : -8 | 15 | -5 | -4 | 13 | 2 | -3 | i | -0.6
- C=C(C(=O)c1ccccc1)C(c1ccccc1)C(C)C(=O)c1ccccc1 (stereo not given)
 : -23 | 4 | -6 | -1 | -11 | -3 | -3 | i | 0.9
- O=C(Nc1ccccc1C(F)(F)F)N1CCN(c2ccccn2)CC1
 : -1 | -17 | -6 | -7 | -1 | -1 | 1 | i | 0.2
- COc1cccc(CNC(=O)c2cnc(-c3ccccn3)nc2C(F)(F)F)c1
 : -1 | 16 | -5 | -2 | 1 | -1 | 3 | i | 0.8
- CCc1n[nH]c(=S)n1/N=C/C(C)=C\c1ccccc1
 : -6 | -13 | -3 | 0 | -4 | -1 | -1 | i | -0.1
- CCN1CCN(C(=O)C2CCCN(S(=O)(=O)c3cc(Cl)ccc3Cl)C2)CC1 (stereo not given)
 : 2 | 3 | -2 | -3 | 2 | 1 | -2 | i | -0.7
- CCCc1nnc(NC(=O)Cn2c(=O)sc3ccccc32)s1
 : -5 | 30 | -8 | 0 | -2 | 1 | 6 | i | 0.6
- C[C@H](O)[C@@H]1C(=O)N2CCc3ccc(-c4ccccc4)cc3[C@@H]2C[C@@H]1N(C)C(=O)c1ccco1
 : 4 | -5 | 2 | 0 | -7 | 0 | 4 | i | -0.5
- CCOC(=O)Cn1c(CN2CCOCC2)nc2c1c(=O)n(C)c(=O)n2C
 : -3 | -15 | -6 | -2 | -6 | -2 | 0 | i | -0.5
- COc1ccccc1CNC(=O)CN1CCN(S(=O)(=O)c2cccs2)CC1
 : 1 | -3 | -2 | -1 | 3 | 1 | 1 | i | -0.5
- C/C(=C\C(=O)C(F)(F)F)Nc1ccc(C(F)(F)F)cc1
 : 6 | -4 | 2 | 1 | 0 | 2 | -8 | i | -1.2
- CCN(CC)CCNC(=O)c1ccc2c(=O)n(C3CCCC3)c(=S)[nH]c2c1
 : 9 | -26 | -4 | 0 | -5 | -3 | -6 | i | -0.4

Structures shown so far that have an NH in an aromatic ring (5):
Screens in order: MT1-MMP act inh | MLLE-PAM2 inh | FAS TE block | MsrA act | E coli Lon inh | Rin1 Abl inh | CSN inh | Rpn11 block | MsrA inhibitor
- Fc1ccccc1CSc1nc2ncc(Br)cc2[nH]1
 : -5 | -43 | -5 | -4 | 1 | 0 | 6 | i | -0.3
- COCc1cc(=O)[nH]c(/N=C(\N)Nc2c(F)cccc2F)n1
 : -1 | 10 | -6 | -4 | -1 | 0 | 3 | i | 0.8
- O=c1cc(N2CCCC2)[nH]c(=O)n1-c1ccc(Cl)cc1
 : -5 | 6 | -7 | -3 | 5 | -2 | -1 | i | 1.3
- CCc1n[nH]c(=S)n1/N=C/C(C)=C\c1ccccc1
 : -6 | -13 | -3 | 0 | -4 | -1 | -1 | i | -0.1
- CCN(CC)CCNC(=O)c1ccc2c(=O)n(C3CCCC3)c(=S)[nH]c2c1
 : 9 | -26 | -4 | 0 | -5 | -3 | -6 | i | -0.4

Source: PubChem BioAssay (several laboratories)

Compounds as they come. Share with any hit: about 3.7%.
